Assay outcomes from PubChem.
BioA inh: inhibitors of Mycobacterium tuberculosis BioA enzyme; 360,000 compounds, 0.096% hits; inhibition, % at 9.99 µM; purified M. tuberculosis BioA enzyme, plate reader; AID 602481; in the data active = inhibition above about 40%; inconclusive = no clear call, values can overlap the other calls
GDH-TPI inh: counter-screen for M. tuberculosis FBA inhibitors: GDH-TPI coupled enzymes. GDH-TPI coupled enzyme counterscreen, NADH absorbance. inhibition, % at 4.8 µM. 360,000 compounds, 1.2% hits; in the data active = inhibition above about 30%;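 also: 0% = DMSO wells and 100% = wells lacking the enzyme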
BoNT-A LC inh2: inhibitors of Botulinum neurotoxin A light chain protease | multiplex microsphere protease substrate cleavage, flow cytometry | inhibition, % at 10 µM | 360,000 compounds, 0.17% hits; also: plate controls were buffer without enzyme for full effect and enzyme alone for no effect
FadD28 binding: inhibitors of Mycobacterium tuberculosis FadD28 bisubstrate binding; FadD28 bisubstrate probe binding, fluorescence polarization; inhibition, % at 12.5 µM; 360,000 compounds, 0.22% hits; AID 588549; in the data active = inhibition above about 8.5%, passing the limit was not always enough; inconclusive = no clear call, values can overlap the other calls
UGM FP inh: Mtb UDP-galactopyranose mutase inhibition. P9WIQ1. purified UGM, fluorescence polarization probe displacement. inhibition, % at 10 µM. 320,000 compounds, 0.06% hits. AID 504406; in the data active = inhibition above about 10%, passing the limit was not always enough; inconclusive = no clear call, values can overlap the other calls
Target sequence (P9WIQ1 whole entry, looked up): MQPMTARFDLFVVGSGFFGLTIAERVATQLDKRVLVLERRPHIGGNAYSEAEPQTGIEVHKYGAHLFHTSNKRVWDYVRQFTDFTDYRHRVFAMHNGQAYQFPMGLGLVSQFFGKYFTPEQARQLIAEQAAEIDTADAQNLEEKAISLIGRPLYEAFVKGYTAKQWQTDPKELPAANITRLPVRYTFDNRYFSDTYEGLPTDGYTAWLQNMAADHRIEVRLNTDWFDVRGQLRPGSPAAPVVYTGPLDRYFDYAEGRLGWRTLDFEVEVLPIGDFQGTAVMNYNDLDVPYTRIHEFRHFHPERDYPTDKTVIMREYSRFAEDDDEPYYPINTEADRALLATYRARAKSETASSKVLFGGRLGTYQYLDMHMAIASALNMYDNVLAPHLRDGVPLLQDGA
PfHsp40 yeast: compounds rescuing yeast from Plasmodium falciparum HSP40 toxicity; 340,000 compounds, 0.68% hits; S. cerevisiae expressing PfHsp40, growth rescue, ATP luminescence; growth rescue, % at 12.5 µM; AID 504582; in the data active = growth rescue above about 28%, passing the limit was not always enough; inconclusive = no clear call, values can overlap the other calls;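 also: yeast W303a lacking pdr1 and pdr3 grown in galactose medium; growth measured after three days at 30 °C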
Mtb FBA inh: Mtb fructose-bisphosphate aldolase inhibition; P9WQA3; purified M. tuberculosis FBA, fluorescence read-out; inhibition, % at 1 µM; 360,000 compounds, 2.3% hits; in the data active = inhibition above about 27%;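 also: 0% = vehicle and 100% = reference inhibitor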
Target sequence (P9WQA3 whole entry, looked up): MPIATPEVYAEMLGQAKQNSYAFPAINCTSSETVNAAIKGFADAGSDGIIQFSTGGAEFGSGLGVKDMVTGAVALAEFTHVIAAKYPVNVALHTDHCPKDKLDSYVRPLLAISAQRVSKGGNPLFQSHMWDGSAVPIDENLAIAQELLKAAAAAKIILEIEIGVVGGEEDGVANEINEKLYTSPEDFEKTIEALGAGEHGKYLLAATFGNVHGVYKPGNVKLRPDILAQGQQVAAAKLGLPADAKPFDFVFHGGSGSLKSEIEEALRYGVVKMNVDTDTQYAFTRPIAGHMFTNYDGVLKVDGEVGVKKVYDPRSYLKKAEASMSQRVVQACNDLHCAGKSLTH
Anthrax LF prot: blocks Bacillus anthracis lethal factor protease; P15917; multiplex microsphere protease cleavage assay, LF; inhibition, % at 10 µM; 360,000 compounds, 0.12% hits; AID 588501; also: plate controls were buffer without enzyme for full effect and enzyme alone for no effect
BoNT-F LC inh: inhibitors of Botulinum neurotoxin F light chain protease | inhibition, % at 10 µM | 360,000 compounds, 0.22% hits | Multiplex microsphere protease cleavage assay, flow cytometry | AID 588497; in the data active = inhibition above about 35%, passing the limit was not always enough; inconclusive = no clear call, values can overlap the other calls; also: plate controls were buffer without enzyme for full effect and enzyme alone for no effect
* hit, by the source's call; ? = inconclusive; nt = not tested or not shown; & = joins results of further samples. Rule as the data show it, unless noted: active = inhibition above about 30%; inconclusive = no clear call, values can overlap the other calls; inactive = below that.

item	SMILES	BioA inh	GDH-TPI inh	BoNT-A LC inh2	FadD28 binding	UGM FP inh	PfHsp40 yeast	Mtb FBA inh	Anthrax LF prot	BoNT-F LC inh
1	COc1ccc(C(C)(O)c2nc(-c3csc4ccccc34)cs2)cc1 (configuration not stated)	-0.6	12	-0.6	-1.8	nt	nt	1	3	-1
2	O=C(O)C1CCN(Cc2ccccn2)CC1	nt	3	-1.2	-3.4	3.0	0.3	0	-8	-10
3	CCNC(=O)C1(C)CCCN(C(=O)c2ccc3sccc3c2)C1 (configuration not stated)	0.7	2	-0.4	-0.2	nt	nt	-3	-2	-4
4	NS(=O)(=O)c1cc(C(=O)OCC(=O)c2ccccc2)c(Cl)cc1Cl	nt	-2	-1.0	0.5	-1.0	nt	2	-3	-1
5	COc1ccc(C(=O)NCc2ccc(C)cc2)cc1S(=O)(=O)N1CCCC1	-0.7	-9	nt	28*	4.7	-0.2	2	nt	nt
6	N#CC1=C(N)Oc2nc(-c3ccccc3)[nH]c2C1c1cccnc1 (configuration not stated)	0.7	7	0.9	0.7	-1.2	-0.7	0	-2	-2
7	Cc1ccc(-c2cc(C(=O)NC3=NCCS3)c3ccccc3n2)cc1C	-1.7	6	2.2	-7.9	1.0	4.5	1	1	-6
8	Cc1ccc(NC(=O)CSC(C)c2nc3ccccc3c(=O)[nH]2)cc1 (configuration not stated)	-2.8	7	nt	0.9	-3.0	-1.1	1	nt	nt
9	CC(=O)N1CN2CN(C(C)=O)CC(C(=O)c3ccc(Br)cc3)(C2)C1	0.3	3	-1.1	-3.5	0.0	-0.2	2	-4	-2
10	CCCC(CCC)C(=O)Nc1cccc(-c2cn3c(n2)SCC3)c1	0.5	-11	0.6	-3.3	0.2	2.9	-1	1	5
11	COc1cc(/C=N/NS(=O)(=O)c2ccc(C)c([N+](=O)[O-])c2)ccc1O	nt	11	0.3	-1.4	4.2	-0.9	-2	0	4
12	O=C(O)CC(NC(=O)c1ccco1)c1ccco1 (configuration not stated)	-1.2	-2	2.1	-1.8	4.9	0.3	-2	3	6
13	Cc1ccc(-c2csc3nc(C)n(N)c(=O)c23)o1	-2.7	5	?	-0.4	0.2	-0.9	2	-1	0
14	CN(C)CCOC(=O)C1(c2ccccc2)CCOCC1	-1.1&0.1	6&-8	-0.3&-0.5	-4.0&-2.9	5.1&-1.8	-0.7&0.3	0&0	-1&3	-6&-6
15	O=C(NCC(c1cccnc1)N1CCOCC1)c1ccco1 (configuration not stated)	-3.8	5	1.1	0.1	-0.6	0.0	3	0	8
16	COc1cc2nc(CN(C)Cc3ccc(F)cc3)[nH]c(=O)c2cc1OC	-3.4	-4	-0.4	-3.3	0.6	-1.8	-8	-7	-1
17	CC(=O)c1cccc(NC(=O)CCCN(C)S(=O)(=O)c2ccc(F)cc2)c1	3.0	4	-3.5	0.8	1.9	0.5	-2	8	5
18	COc1cccc(CNc2nc3cc(-c4ccccc4C)sc3c(=O)n2C)c1	-0.3	7	0.1	-14	nt	nt	0	3	2
19	Cc1cc(C(=O)C(=O)NC(C)C)c(C)n1-c1ccc([N+](=O)[O-])cc1	-2.1	15	0.6	3.1	0.4	0.7	5	3	3
20	Cc1ccccc1NC(=O)CSc1nnc2ccc(-c3ccncc3)nn12	4.4	-3	0.5	-2.4	5.1	0.4	1	5	-7
21	CC(C)NC(=O)CSc1nc2ccccc2n1CC(=O)N(C(C)C)C(C)C	nt	0	0.4	-2.9	nt	1.5	3	-9	-2
22	CC(=O)Nc1ccc(SCC(=O)Nc2ccc3c(c2)OCCO3)cc1	-2.4	-1	-0.8	-3.7	-2.9	2.9	1	-8	-5
23	O=C(CSc1cc(Cl)ccc1Cl)NCCCn1ccnc1	0.7	7	0.0	-3.9	-0.3	-1.6	-1	-2	-22
24	C=CCn1c(SCC(=C)C)nc2c1c(=O)[nH]c(=O)n2C	0.4	-1	-0.8	-4.6	4.9	0.5	-1	-9	-9
25	CCOC(=O)Cc1csc(SC(C)C(=O)Nc2ccc(NC(C)=O)cc2)n1 (configuration not stated)	-1.2	3	0.0	-3.9	-0.6	0.3	1	2	-1
26	O=C(CCc1ccncc1)NC1CCCc2c1cnn2-c1ccc(F)cc1F (configuration not stated)	-0.4	4	3.7	0.7	-1.2	2.9	-1	0	-4
27	CC(=O)Nc1ccc(S(=O)(=O)N2CCC(C(=O)NC3CCCC3)CC2)cc1	-1.5	-3	-1.0	-2.3	0.3	0.8	1	2	-3
28	CCOc1ccc(N(Cc2cc3ccc(C)cc3[nH]c2=O)S(C)(=O)=O)cc1	0.3	4	2.1	-0.8	-0.1	-1.5	0	-1	3
29	O=C(COc1cccc2cccnc12)N/N=C1\SCC(=O)N1Cc1ccccc1	1.3	3	0.7	-3.5	-2.7	0.2	3	-2	5
30	O=C(c1cccc(C(F)(F)F)c1)C1CCCN(C(=O)CCCN2CCCC2=O)C1 (configuration not stated)	2.1	6	-0.1	-2.6	-1.0	-0.2	1	0	0
31	O=C(Nc1ccc(SC(F)F)cc1)C1=COCCO1	12	-6	0.1	-2.4	-1.6	2.5	-3	-5	1
32	Cc1c(OCC(=O)NCc2ccccn2)ccc2c(-c3ccccc3)cc(=O)oc12	-0.2	5	1.0	-0.1	0.3	0.3	5	10	7
33	CCOCCCNC(=O)/C(C#N)=C/c1cc(C)c(O)c(C)c1	nt	19	-1.4	0.6	4.0	0.3	-12	-3	-8
34	Cc1ccccc1-c1nc(-c2ccc(NC(=O)c3ccc4c(c3)OCO4)cc2)no1	-2.7	8	0.3	-1.1	-0.6	-0.6	7	-9	3
35	Cc1ccc(NC(=O)Cn2cc3c(n2)CCC(C)C3)cc1 (configuration not stated)	-1.6	3	-0.5	-3.4	0.3	1.4	1	-3	4
36	CSc1nc2nccc(-c3ccc4c(c3)OCO4)n2n1	-2.5	24	0.3	0.5	1.1	0.7	10	-1	13
37	Cc1ccc(C2=NC(C)(C)NC2=O)cc1	-0.5	-8	0.0	0.5	4.9	0.8	4	-6	-2
38	CCC(C(=O)N1CCC2(CC1)OCCO2)c1ccccc1 (configuration not stated)	-0.5	1	?	0.1	-3.4	0.7	3	-2	1
39	COc1cc(C(=O)OC(C)CN2CCCCC2)cc(OC)c1OC (configuration not stated)	0.4	13	-1.3	0.9	-0.6	-0.2	0	-9	?
40	Cc1ccc(C)c(S(=O)(=O)Nc2ccc(-n3cnnn3)cc2)c1	0.1	3	-0.3	0.5	0.6	-0.5	0	-14	-9
41	CCOC(=O)[C@H]1[C@H]2COc3cc(OC)ccc3[C@@H]2N2C(=O)c3ccc(C)cc3NC(=O)[C@@]12C	-0.1	2	-0.2	-2.4	-1.1	0.7	0	-3	1
42	CC(C)CCN1C(=O)c2ccccc2C1C(=O)NCc1cccnc1 (configuration not stated)	-0.2	-5	-0.7	-2.5	-1.9	-0.1	4	0	-4
43	Cc1ccc(NC(=S)NCCc2ccc(Cl)cc2)c(C)c1	-5.4	-4	-1.1	-1.1	0.0	3.0	3	3	27
44	CSc1nsc(/C=C/Nc2ccc(C(=O)O)cc2)c1C#N	nt	8	1.5	2.2	2.1	0.4	3	1	0
45	CCN(CC)S(=O)(=O)c1cccc(C(=O)Nc2cc(C)cc(C)c2)c1	-2.3	6	1.2	-1.0	1.6	9.1	1	0	17
46	c1nc(NCc2ccc3c(c2)OCO3)c2cc(-c3ccc4c(c3)OCCO4)ccc2n1	-1.2	-1	-0.9	-4.9	-2.1	0.9	6	1	-6
47	Cn1nnnc1SCc1cc(=O)[nH]c2ccccc12	3.2	2	1.2	-3.5	0.0	0.8	-1	1	17
48	CC[n+]1cccc(-c2nc3ccccc3s2)c1	0.9	5	-1.0	-2.5	3.4	-0.9	4	-3	-4
49	CCC(C)C(=O)Nc1nnc(SCC(=O)Nc2ccccc2F)s1 (configuration not stated)	nt	-1	-0.7	-2.8	0.8	-0.7	5	-4	-4
50	S=C(NCc1ccc(Cl)cc1Cl)Nc1ccccc1	nt	9	-1.0	-1.7	-0.7	0.6	0	-2	-1
51	Cc1nc(SCC(=O)N(C)C2CCS(=O)(=O)C2)c(C#N)c(C)c1C (configuration not stated)	0.2	6	-0.4	-0.9	3.9	1.6	2	0	2
52	O=c1c(Cc2c(F)cccc2Cl)c(O)ccn1C1CC1	nt	2	-1.5	0.6	-0.2	-0.2	2	-1	-2
53	C=CC(C)(O)CCC=C(C)C (configuration not stated)	-0.5	9	-0.1	0.3	0.2	-1.7	2	-5	-4
54	CN(C)C(=O)c1ccc(-c2cc3onc(-c4ccccc4)c3c(=O)n2C)cc1	-2.8	4	-0.7	-1.0	3.6	0.0	2	-2	5
55	CC(C)(C)OC(=O)N[C@@H](C(=O)OC(C)(C)C)c1ccccc1	0.6	-7	-0.5	0.5	0.5	0.1	3	-10	-2

In a second layout: 14 of the compounds above.
Results follow in this order: BioA inh	GDH-TPI inh	BoNT-A LC inh2	FadD28 binding	UGM FP inh	PfHsp40 yeast	Mtb FBA inh	Anthrax LF prot	BoNT-F LC inh
[40] Cc1ccc(C)c(S(=O)(=O)Nc2ccc(-n3cnnn3)cc2)c1
→ 0.1	3	-0.3	0.5	0.6	-0.5	0	-14	-9
[41] CCOC(=O)[C@H]1[C@H]2COc3cc(OC)ccc3[C@@H]2N2C(=O)c3ccc(C)cc3NC(=O)[C@@]12C
→ -0.1	2	-0.2	-2.4	-1.1	0.7	0	-3	1
[42] CC(C)CCN1C(=O)c2ccccc2C1C(=O)NCc1cccnc1 (configuration not stated)
→ -0.2	-5	-0.7	-2.5	-1.9	-0.1	4	0	-4
[43] Cc1ccc(NC(=S)NCCc2ccc(Cl)cc2)c(C)c1
→ -5.4	-4	-1.1	-1.1	0.0	3.0	3	3	27
[44] CSc1nsc(/C=C/Nc2ccc(C(=O)O)cc2)c1C#N
→ nt	8	1.5	2.2	2.1	0.4	3	1	0
[45] CCN(CC)S(=O)(=O)c1cccc(C(=O)Nc2cc(C)cc(C)c2)c1
→ -2.3	6	1.2	-1.0	1.6	9.1	1	0	17
[46] c1nc(NCc2ccc3c(c2)OCO3)c2cc(-c3ccc4c(c3)OCCO4)ccc2n1
→ -1.2	-1	-0.9	-4.9	-2.1	0.9	6	1	-6
[47] Cn1nnnc1SCc1cc(=O)[nH]c2ccccc12
→ 3.2	2	1.2	-3.5	0.0	0.8	-1	1	17
[48] CC[n+]1cccc(-c2nc3ccccc3s2)c1
→ 0.9	5	-1.0	-2.5	3.4	-0.9	4	-3	-4
[49] CCC(C)C(=O)Nc1nnc(SCC(=O)Nc2ccccc2F)s1 (configuration not stated)
→ nt	-1	-0.7	-2.8	0.8	-0.7	5	-4	-4
[50] S=C(NCc1ccc(Cl)cc1Cl)Nc1ccccc1
→ nt	9	-1.0	-1.7	-0.7	0.6	0	-2	-1
[51] Cc1nc(SCC(=O)N(C)C2CCS(=O)(=O)C2)c(C#N)c(C)c1C (configuration not stated)
→ 0.2	6	-0.4	-0.9	3.9	1.6	2	0	2
[52] O=c1c(Cc2c(F)cccc2Cl)c(O)ccn1C1CC1
→ nt	2	-1.5	0.6	-0.2	-0.2	2	-1	-2
[53] C=CC(C)(O)CCC=C(C)C (configuration not stated)
→ -0.5	9	-0.1	0.3	0.2	-1.7	2	-5	-4
